hERG rescue: hERG rescue from dofetilide block, primary screen, cell-based, CHO-hERG, FluxOR thallium flux, dofetilide IC70. Voltage-gated inwardly rectifying potassium channel KCNH2 (Homo sapiens), Q12809. dofetilide IC70 present. activation (rescue from dofetilide block), less the hit threshold, % at 10 µM. 310,000 compounds, 0.51% hits. AID 1511, 2009;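 active = activation above the mean of controls blocked by dofetilide plus 5 SD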;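 note: thallium influx through hERG after potassium depolarization seen as dye fluorescence rise; in these data hits start at about 4.7%; inactives centre near -7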
Dyrk1A ADPGlo: rat Dyrk1A kinase inhibitors, primary screen, biochemical, single point, plate reader; Dual specificity tyrosine-phosphorylation-regulated kinase 1A (Rattus norvegicus), Q63470; ADP-Glo luminescence, NFATc1 peptide; inhibition, % at 12.5 µM; 310,000 compounds, 0.43% hits; in the data active = inhibition above about 50%;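 note: plate controls were vehicle with enzyme for no effect and no enzyme for full effect; many of its hits are not listed in these tables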
KCNQ1 block: inhibitors of human KCNQ1 channel, primary screen, cell-based, thallium flux, high-throughput | Potassium voltage-gated channel subfamily KQT member 1 (Homo sapiens), P51787 | CHO-K1 KCNQ1, FluxOR thallium flux fluorescence; stronger effect = higher value | B-score at 10 µM | 310,000 compounds, 1.3% hits | AID 2642, 2010;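 active = compounds whose thallium flux B-score, printed positive for inhibition, exceeds three library SD while starting fluorescence stays within three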;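 note: channel opened by potassium depolarization with thallium stimulus after 20 min compound exposure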
Target sequence (P51787 whole entry, looked up): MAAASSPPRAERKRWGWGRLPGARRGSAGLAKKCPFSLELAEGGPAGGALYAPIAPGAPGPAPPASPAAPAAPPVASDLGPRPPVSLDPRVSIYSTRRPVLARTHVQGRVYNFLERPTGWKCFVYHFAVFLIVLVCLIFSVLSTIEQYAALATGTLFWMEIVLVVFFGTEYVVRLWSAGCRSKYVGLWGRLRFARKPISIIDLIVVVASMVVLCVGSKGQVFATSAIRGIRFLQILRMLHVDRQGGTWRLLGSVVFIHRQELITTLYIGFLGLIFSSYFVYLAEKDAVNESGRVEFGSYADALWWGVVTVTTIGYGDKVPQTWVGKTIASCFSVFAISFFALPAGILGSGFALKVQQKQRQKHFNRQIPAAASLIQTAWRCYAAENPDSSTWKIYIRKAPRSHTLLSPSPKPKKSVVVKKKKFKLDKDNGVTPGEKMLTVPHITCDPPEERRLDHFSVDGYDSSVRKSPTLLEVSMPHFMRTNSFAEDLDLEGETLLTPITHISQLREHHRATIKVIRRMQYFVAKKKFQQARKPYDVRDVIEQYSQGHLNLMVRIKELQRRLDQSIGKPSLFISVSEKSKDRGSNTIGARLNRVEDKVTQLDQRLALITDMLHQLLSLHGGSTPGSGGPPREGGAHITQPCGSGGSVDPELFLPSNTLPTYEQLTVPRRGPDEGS
PolyA inh: polyadenylation inhibitors in yeast reporter cells, primary screen, luminescence, S. cerevisiae. 300,000 compounds, 0.02% hits. calls only at 12 µM. S. cerevisiae SKY197-pL101 polyadenylation reporter, beta-gal luminescence; efflux-impaired pdr1/pdr3 knockout yeast; score 100 = 6 SD above DMSO;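 active = lowest replicate activity score at least 50, where 100 means six control SD above control mean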;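 note: yeast exposed to compound for 9 h at 30 °C; higher score means more reporter readthrough which indicates perturbed polyadenylation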
RGS4 pot: RGS4 potentiators or activators, primary screen, cell-based, HEK293 M3R inducible RGS4, calcium flux. carbachol calcium flux Fluo4; stronger effect = lower value. 310,000 compounds, 0.92% hits. B-score at 10 µM. AID 463111, 2010;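 active = B-score of the integrated calcium signal more than 4 SD below the library mean, with starting fluorescence not abnormally high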;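 note: negative B-score means reduced calcium response which marks RGS4 activation or potentiation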
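Also added: carbachol at ECmax as muscarinic agonist stimulus; Assay system: HEK293 cells with stable M3R and inducible RGS4; Timing: overnight RGS4 induction, 30 min dye load 37 °C, 20 min compound RT; Measured by: Fluo4-AM (2 µM) calcium-flux fluorescence, kinetic read.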
HDAC3 inh: HDAC3 deacetylase inhibitors, primary screen, biochemical, fluorescence, cell-free homogeneous. recombinant HDAC3, fluorogenic peptide/trypsin coupled. inhibition, % at 8.3 µM. 320,000 compounds, 0.15% hits; in the data active = inhibition above about 26%, passing the limit was not always enough
GSK3beta inhib: human GSK3beta kinase inhibitors, primary screen, biochemical, cell-free homogeneous, HTS | Glycogen synthase kinase-3 beta (Homo sapiens), P49841 | GST-GSK3beta kinase, ADP-Glo luminescence, 60 min; stronger effect = lower value | activity score (negative = inhibition), % at 10 µM | 300,000 compounds, 0.038% hits | AID 2097, 2009;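 active = more than half of replicate wells score below -50%, meaning over 50% inhibition versus plate controls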;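 note: 0% = median DMSO wells and -100% = median GW8510 positive control wells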
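test system = GST-tagged human GSK3beta kinase, cell-free | reagent = 25 µM ATP with peptide substrate | dosing = one dose of 10 µM per compound | schedule = 60 min reaction, RT | detection = luminescent ADP-Glo measurement of ADP formed | control set = DMSO neutral wells and GW8510 at 20 µM as positive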
GSK3 alpha inh: blockers of GSK3A enzyme activity – biochemical, luminescence, cell-free homogeneous, HTS, primary screen. 320,000 compounds, 0.1% hits. inhibition, % at 10 µM. Glycogen synthase kinase-3 alpha (Homo sapiens), P49840. GSK-3 alpha kinase, ADP-Glo luminescence, 60 min;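 in the data active = inhibition above about 50%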;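 note: GST-tagged GSK-3 alpha with peptide substrate and 25 µM ATP; 0% = DMSO neutral wells and 100% = GW8510 positive control wells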
KCNK3 inh: human KCNK3 channel inhibitors, primary screen, CHO cells, FluxOR thallium flux, B-score | FluxOR fluorescence; stronger effect = lower value | AID 602410, 2012 | 340,000 compounds, 0.84% hits | B-score at 10 µM;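 active = B-score under library mean minus 4 SD, starting fluorescence ratio at most library mean plus 5 SD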;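 note: more negative B-score means stronger inhibition of thallium flux through KCNK3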
KCNK9 block: KCNK9 potassium channel inhibitors, primary screen, HEK293 cells, thallium flux | 310,000 compounds, 1.2% hits | FluxOR thallium flux fluorescence; stronger effect = lower value | B-score at 10 µM | AID 488922, 2010 | Potassium channel subfamily K member 9 (Homo sapiens), Q9NPC2;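 active = ratio B-score over 3 SD below the library mean, with starting fluorescence within 5 SD of its mean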;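 note: negative B-score means less thallium flux so channel inhibition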
Target sequence (Q9NPC2 whole entry, looked up): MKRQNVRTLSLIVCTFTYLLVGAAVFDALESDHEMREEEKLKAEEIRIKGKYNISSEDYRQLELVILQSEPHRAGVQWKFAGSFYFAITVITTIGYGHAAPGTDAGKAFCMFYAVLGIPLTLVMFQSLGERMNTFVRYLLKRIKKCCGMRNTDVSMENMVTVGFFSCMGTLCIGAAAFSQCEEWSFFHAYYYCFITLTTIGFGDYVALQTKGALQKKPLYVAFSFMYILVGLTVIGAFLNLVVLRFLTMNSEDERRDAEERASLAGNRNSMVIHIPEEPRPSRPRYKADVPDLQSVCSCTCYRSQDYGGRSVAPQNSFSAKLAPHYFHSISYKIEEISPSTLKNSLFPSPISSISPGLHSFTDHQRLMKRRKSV
KCNQ1 act: potentiators or activators of KCNQ1 channel, primary screen, cell-based, thallium flux, high-throughput; B-score at 10 µM; AID 2648, 2010; CHO-K1 KCNQ1, thallium flux FluxOR fluorescence; stronger effect = higher value; 310,000 compounds, 0.35% hits; Potassium voltage-gated channel subfamily KQT member 1 (Homo sapiens), P51787;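 active = fluorescence ratio B-score, a plate-corrected score, at least three library SD, with initial intensity B-score within 5 SD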
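assay system = KCNQ1-transfected CHO-K1 cells | medium = assay buffer with matched DMSO | probe or stimulus = depolarizing K+/Tl+ stimulus, K2SO4 and Tl2SO4 each 12.5 mM in 5x stock | dosing = single dose | incubation = dye 90 min, compound 20 min, room temperature | detection = kinetic FluxOR fluorescence, 10 s baseline plus 110 s post-stimulus | evaluation = ratio B score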
Numbers without * were called inactive; i = inactive; x = not tested or not shown. A portion of the library, so the mix of outcomes need not match the whole.

SMILES	hERG rescue	Dyrk1A ADPGlo	KCNQ1 block	PolyA inh	RGS4 pot	HDAC3 inh	GSK3beta inhib	GSK3 alpha inh	KCNK3 inh	KCNK9 block	KCNQ1 act
CC(C)(C)NC(=O)CN(C(=O)c1ccc(Cl)nc1)c1cccc2ccccc12	-10	-4	i	i	i	2	3	2	i	i	i
O=C(Nc1ccc2c(c1)OCO2)C1CC(c2c(F)cccc2Cl)=NO1 (stereo unspecified)	-5	2	i	i	i	-4	-2	-4	i	i	i
C=CCOc1ccc(/C=C/C(=O)OCC(=O)NC(C)c2ccc(F)cc2)cc1 (stereo unspecified)	-7	-7	i	i	i	0	1	0	i	i	i
Cc1cc(C)cc(N(C(C)C(=O)N2CCCCC2)S(C)(=O)=O)c1 (stereo unspecified)	-4	-2	i	i	i	1	-3	-1	i	i	i
Cc1cccc(Sc2c([N+](=O)[O-])ncn2C)c1	-11	-6	i	i	i	-2	2	-2	i	i	i
O=C(CC(c1ccccc1)c1ccccc1)Nc1nn[nH]n1	-6	0	i	i	i	-13	0	-5	i	i	i
Cc1nc(N2CCN(Cc3ccccc3)CC2)nc2c1C(=O)CC(C)C2 (stereo unspecified)	-15	-6	i	i	i	9	1	-1	i	i	i
Cc1ccc(N(CCO)C(=S)Nc2ccccc2)cc1	3	14	i	i	i	-1	-12	1	i	i	i
CN(C)CCCn1c(=O)n(Cc2ccco2)c(=O)c2c3c(sc21)CCCCC3	-16	5	i	i	i	-4	-2	1	i	i	i
Clc1ccc2nc(-c3ccncc3)cc(-c3ccccc3)c2c1	-4	-4	i	i	i	0	-3	-3	i	i	i
CC(C)CN(C(=O)COC(=O)c1ccc2ccccc2c1)c1c(N)n(Cc2ccccc2)c(=O)[nH]c1=O	-12	4	i	i	i	-6	-2	0	i	i	i
CCN(CC)CCNC(=O)c1ccccc1N	-3	-1	i	i	i	-27	1	2	i	i	i
COc1cccc(N2C(=O)CN(Cc3cc(OC)c(OC)c(OC)c3)C2=S)c1	-2	-1	i	i	i	-7	1	-6	i	i	i
CCc1ccc(OCC(=O)OCC(=O)NCCNC(=O)COC(=O)COc2ccc(CC)cc2)cc1	-2	-10	i	i	i	x	-1	-3	i	i	i
O=C(COC(=O)c1cccnc1Nc1cccc(C(F)(F)F)c1)NCCN1C(=O)CSC1=O	-23	-2	i	i	i	7	3	-5	i	i	i
S=C(NCCc1ccc(Cl)cc1)NC1CCCCC1	-10	2	i	i	i	-3	-2	1	i	i	i
CC(C)[C@H]1C(=O)Nc2ccccc2N1C(=O)N[C@@H](Cc1ccccc1)C(=O)N[C@H](C(=O)O)c1ccccc1	-7	12	i	i	i	-2	-2	-2	i	i	i
COc1ccc(NS(=O)(=O)c2cccs2)cc1S(=O)(=O)N1CCCCC1	-12	-1	i	i	i	x	-2	x	i	i	i
Cc1cc(=O)oc2cc(OCC(=O)Nc3ccccc3C(=O)O)ccc12	-6	5	i	i	i	-5	0	-3	i	i	i
O=C(NCc1cccnc1)c1ccc(Cl)c(S(=O)(=O)N2CCOCC2)c1	-8	-6	i	i	i	2	-1	x	i	i	i
CC(=O)NC(Cc1ccccc1)Cc1ccccc1	-3	-1	i	i	i	-5	6	-3	i	i	i
COc1cc(-c2nnc3n2N=C(c2ccccc2)CS3)cc(OC)c1OC	-8	3	i	i	i	8	3	1	i	i	i
Cc1ccc(C[n+]2cccc(-c3ccccc3)c2)c(C)c1	-13	-2	i	i	i	2	3	2	i	i	i
COc1cc(CN2C(=O)C(NC(=O)c3ccco3)(C(F)(F)F)C3=C2CC(C)(C)CC3=O)cc(OC)c1 (stereo unspecified)	-10	-5	i	i	i	4	-5	-2	i	i	i
CN(C)c1ccc(/C=N/N2CCN(c3ccccn3)CC2)cc1	-3	x	i	i	i	-1	-4	-2	i	i	i
Next entries.
SMILES	hERG rescue	Dyrk1A ADPGlo	KCNQ1 block	PolyA inh	RGS4 pot	HDAC3 inh	GSK3beta inhib	GSK3 alpha inh	KCNK3 inh	KCNK9 block	KCNQ1 act
CCNS(=O)(=O)c1ccc(CCC(=O)NCc2ccccc2)cc1	-3	-1	i	i	i	1	1	-1	i	i	i
COc1cc(O)oc1C=Nc1ccccc1	-15	-2	i	i	i	0	4	-1	i	i	i
CCOC(=O)CC/C(=N\NC(N)=O)c1ccc(OC)c(Cl)c1	-7	14	i	i	i	-1	3	6	i	i	i
COC(=O)C1=C(C)N(Cc2ccc(OC)cc2)C(=O)/C1=C\c1ccco1	-7	3	i	i	i	13	-2	-4	i	i	i
Cc1ccc(CNC(=O)c2ccc(S(=O)(=O)N(C)C)cc2)n1C	-10	0	i	i	i	2	1	-3	i	i	i
Cc1cc(C(=O)COC(=O)c2ccc(N)c([N+](=O)[O-])c2)c(C)n1Cc1ccc2c(c1)OCO2	-8	1	i	i	i	2	-4	-2	i	i	i
COc1ccc(C(=O)Cn2nc(CNc3ccc(Br)cc3)[n+]3c2CCCCC3)cc1	-11	0	i	i	i	-2	-6	2	i	i	i
CCCn1c(NC(=O)c2cccc(C)c2C)nc2ccccc21	-13	2	i	i	i	8	1	-1	i	i	i
CCCCNC(=S)Nc1ccc2nc(N3CCN(CC)CC3)cc(C)c2c1	-5	6	i	i	i	-8	2	1	i	i	i
CCOc1ccc(C(F)(F)F)cc1NC(=O)COc1ccc(C(F)(F)F)cc1[N+](=O)[O-]	-2	15	i	i	i	5	3	1	i	i	i
CSCCC(NS(=O)(=O)c1ccc(Cl)cc1)C(=O)OCC(=O)N1CCCc2ccccc21 (stereo unspecified)	-7	0	i	i	i	-6	3	-5	i	i	i
Cc1ccc2nc3c(cc(C#N)c(=O)n3-c3nccs3)c(=O)n2c1	-8	2	i	i	i	-42	2	1	i	i	i
CC1C(=O)N2CCCc3cc(NS(C)(=O)=O)cc1c32 (stereo unspecified)	-5	-1	i	i	i	-2	1	-1	i	i	i
CC(C)COc1ccc(-c2nn(-c3ccccc3)cc2CO)cc1	-13	-1	i	i	i	-1	1	-2	i	i	i
Cc1cc(Cl)c(S(=O)(=O)NC2CCCCC2)cc1OCC(=O)Nc1nncs1	-9	4	i	i	i	-12	4	-3	i	i	i
Cc1ccc(N2CC(C)Cn3c2nc2c3c(=O)[nH]c(=O)n2C)cc1 (stereo unspecified)	-10	3	i	i	i	x	0	x	i	i	i
CC1(C)CC(NC(=O)COc2cc3oc(=O)c4c(c3cc2Cl)CCC4)CC(C)(C)N1	-6	x	i	i	i	0	2	-1	i	i	i
COc1cccc(NC(=O)N2C3CCCC2CC(NC(C)=O)C3)c1 (stereo unspecified)	-2	0	i	i	i	-7	2	-2	i	i	i
Cc1cc(Br)cc2cn[nH]c12	-11	x	i	i	i	-2	2	-1	i	i	i
N#CC1=C(N)Oc2n[nH]c(-c3cccs3)c2C1c1cccnc1 (stereo unspecified)	-33	3	i	i	i	10	-3	10	i	i	i
O=C1CSc2ccc(C(=O)O)cc2N1	-9	5	i	i	i	16	5	-4	i	i	i
CCOC(=O)C1=C(CCc2ccccc2)NC(=O)NC1c1ccc(C#N)cc1 (stereo unspecified)	-10	-5	i	i	i	4	1	-3	i	i	i
O=C(NNC(=S)NCc1ccc(Cl)cc1)c1ccc(Br)o1	-1	7	i	i	i	4	2	-4	i	i	i
Cc1cc(NC(=O)/C=C/c2ccc(F)cc2)n(-c2nc3ccccc3[nH]2)n1	-9	-6	i	i	i	-3	-1	-1	i	i	i
O=C(O)CC1S/C(=N\N=C/c2ccccc2)N(c2ccc(O)cc2)C1=O (stereo unspecified)	-6	3	i	i	i	7	0	3	i	i	i
Other records
SMILES	hERG rescue	Dyrk1A ADPGlo	KCNQ1 block	PolyA inh	RGS4 pot	HDAC3 inh	GSK3beta inhib	GSK3 alpha inh	KCNK3 inh	KCNK9 block	KCNQ1 act
COc1cccc(OC)c1C(=O)N1CCN(Cc2ccccc2C)CC1	-15	-2	i	i	i	2	3	1	i	i	i
COc1ccc(-n2c(O)c(C=NC3CC3)c(=O)[nH]c2=O)cc1	-3	7	i	i	i	3	-9	31	i	i	i
CC(=O)Oc1ccccc1C1OC(=O)c2ccccc2N1C(C)=O (stereo unspecified)	-10	2	i	i	i	-3	0	0	i	i	i
O=C(Nc1ccc(F)cc1F)NC1CCN(Cc2c(F)cccc2Cl)CC1	-4	x	i	i	i	-1	-8	-1	i	i	i
CCC(=O)Nc1ccc(NCc2cccs2)cc1	0	3	i	i	i	8	4	6	i	i	i
COc1ccc(CCCc2nnc(SCC(=O)Nc3cc(C)c(C)cc3Br)o2)cc1	-13	1	i	i	i	1	0	1	i	i	i
Cc1c([N+](=O)[O-])cc(C(=O)N2CCOCC2)cc1[N+](=O)[O-]	-6	x	i	i	i	7	1	-2	i	i	i
c1ccc(CSC2=NCCS2)cc1	0	-1	i	i	i	-3	-1	-2	i	i	i
CCC(C)[C@H](NC(=O)NCCCOC(C)C)C(=O)OC (stereo partly specified)	-7	4	i	i	i	10	-1	-2	i	i	i
O=C(CSc1nnc(CNC(=O)c2cccs2)o1)c1ccccc1	-8	-1	i	i	i	14	0	0	i	i	i
O=c1cc(CSc2nnc(COc3ccccc3)n2-c2ccccc2)c2ccccc2[nH]1	-11	8	i	i	i	1	-1	-1	i	i	i
